L3MBTL1 inh: inhibitors of human L3MBTL1. AlphaScreen L3MBTL1–H3K9me1 peptide binding. Potency, µM (series often up to 57.1 µM), inactives show at the top dose activity, negative = inhibition, hits mostly inhibitors. actives 0.66% (n = 230,000); further: nearly all actives have a fitted effect of over 60% in size
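Displacement of a biotinylated histone H3(1-15) peptide monomethylated at Lys9 (75 nM) from L3MBTL1 (50 nM) was measured by AlphaScreen after a 30 min room-temperature compound incubation; cefsulodin titration served as intraplate control.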
aGlu spleen mod: inhibits or activates alpha-glucosidase in human spleen homogenate; human spleen homogenate, 4-MU-alpha-glucoside fluorescence; P10253; actives 0.006% (n = 240,000); Potency, µM (series often up to 79.9 µM), without a hit: top-dose activity change, negative = inhibition, most hits filed as inhibitors;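 further: 0% = enzyme with vehicle and -100% = no enzyme basal signal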
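AC50 values come from Hill-equation fits of concentration-response data, normalized to no-enzyme and full-activity controls. Enzyme source: 1 ug human spleen homogenate; 1 mM fluorogenic 4-MU glucoside, pH 5.0 citrate buffer, 37 C, 40 min.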
RECQ1 inh: blocks DNA unwinding by human RECQ1; P46063; RECQ1 DNA unwinding, red fluorescence kinetic read; Potency, µM (series often up to 57.3 µM), without a hit: at the highest dose activity, negative = inhibition, usual class: inhibitors; actives 0.54% (n = 240,000);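 further: plate controls were vehicle for no effect and no enzyme for full effect; nearly all actives have a fitted effect of over 30% in size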
Target sequence (P46063 whole entry, looked up): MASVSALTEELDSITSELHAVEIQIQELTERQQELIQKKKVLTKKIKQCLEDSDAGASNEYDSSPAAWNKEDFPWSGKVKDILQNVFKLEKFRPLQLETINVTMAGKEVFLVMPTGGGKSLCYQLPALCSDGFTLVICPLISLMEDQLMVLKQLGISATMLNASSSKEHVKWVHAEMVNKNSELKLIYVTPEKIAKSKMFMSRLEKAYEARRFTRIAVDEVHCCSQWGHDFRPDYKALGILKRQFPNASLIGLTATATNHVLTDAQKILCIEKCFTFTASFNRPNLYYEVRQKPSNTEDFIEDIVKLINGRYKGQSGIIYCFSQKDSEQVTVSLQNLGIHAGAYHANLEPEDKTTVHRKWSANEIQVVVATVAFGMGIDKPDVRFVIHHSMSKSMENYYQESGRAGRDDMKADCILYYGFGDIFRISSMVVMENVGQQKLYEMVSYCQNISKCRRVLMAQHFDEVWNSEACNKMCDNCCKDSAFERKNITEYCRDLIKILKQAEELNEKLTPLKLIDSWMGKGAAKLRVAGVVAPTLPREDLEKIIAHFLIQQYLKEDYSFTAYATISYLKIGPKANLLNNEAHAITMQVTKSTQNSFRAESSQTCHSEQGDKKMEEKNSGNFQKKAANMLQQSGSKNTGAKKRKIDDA
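50 nM RECQ1T1 preincubated 15 min with compound in Tris pH 8.0 buffer with MgCl2, DTT, Tween-20 and 2.5 ug/ml poly(dI-dC); started with 200 nM TAMRA/BHQ-2 forked duplex and 2 mM ATP. Unwinding read as fluorescence (525/598 nm), two reads 2 h apart.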
TRb SRC2 PPI: inhibitors of human thyroid hormone receptor beta-SRC2 interaction. P10828. TRbeta-SRC2 peptide binding, fluorescence polarization; receptor liganded with 1 µM T3. Potency, µM (titrated, usually from 106 µM), for inactives: at the highest dose activity change, negative = inhibition, usual class: inhibitors. actives 0.065% (n = 280,000);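 further: plate controls were bound peptide for no effect and peptide without receptor for full effect; nearly all actives have a fitted effect of over 50% in size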
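Quantitative HTS by FP: 0.6 uM TRb LBD, 20 nM labeled SRC2 20-mer, 1 uM T3, 5% DMSO; 5 hr ambient incubation; % activity per concentration and potencies from concentration series.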
TexasRed fluor: Texas Red fluorescence interference in TRb-SRC2 counter-screen; TRb/SRC2 Texas Red total fluorescence interference; Potency, µM (top dose mostly 106 µM), inactives show at the highest dose fluorescence change, negative = quenching; actives 0.29% (n = 280,000); AID 1479; active means well fitted curve in either direction with a large enough effect; inconclusive means small, poorly fitted or top-dose-only effect
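Human TRβ ligand-binding domain (0.6 uM) and Texas Red SRC2 peptide (20 nM) in Tris buffer with 1 uM T3 and 5% DMSO were incubated with pinned compound for 5 hr at ambient temperature. Total fluorescence was computed as S + 2P (555/632 nm).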
GAA glycogen mod: alters human alpha-glucosidase cleavage of glycogen; P10253; recombinant GAA, glycogen substrate, Amplex Red glucose oxidase fluorescence; Potency, µM (series often up to 76.4 µM), inactives show top-dose activity change, negative = inhibition, usual class: inhibitors; actives 0.38% (n = 300,000); AID 2100;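 further: 0% = full enzyme reaction and -100% = no-enzyme basal signal; the screen sought inhibitors and activators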
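qHTS, 1536-well; enzyme 4 nM final; cpd up to 77 uM; substrate bovine liver glycogen 30 ug; 50 mM citrate/phosphate pH 5.0, 0.01% Tween-20; 37 C, 40 min; Amplex Red detection 45 min RT; Hill fit → AC50.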
GAA inh: alpha-glucosidase (human) inhibition; purified human GAA, 4-MU-alpha-glucoside fluorescence; Potency, µM (top dose mostly 76.9 µM), for inactives: at the top dose activity change, negative = inhibition, hits mostly inhibitors; actives 0.005% (n = 200,000);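 further: plate controls were uninhibited enzyme wells for no effect and no-enzyme background for full effect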
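Compounds are titrated up to 77 uM against 4 nM human enzyme. Substrate 4-methylumbelliferyl-alpha-D-pyranoside (400 uM) reacts 20 min at room temperature in pH 5.0 buffer; liberated 4-methylumbelliferone is read at 440 nm.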
GoLoco inh red: blocks human Gai1 binding to RGS12 GoLoco peptide, red readout. Gai1:RGS12 GoLoco peptide FP, rhodamine, 10 min. Potency, µM (top dose mostly 61.6 µM), without a hit: top-dose activity, negative = inhibition, hits mostly inhibitors. actives 0.44% (n = 230,000). AID 880; active means well fitted inhibition curve with a large enough effect, not every such curve was filed as active; inactive means no such curve, though single readings can be large or run the other way; further: nearly all actives have a fitted effect of over 30% in size; many of its hits are not listed in these tables
Target sequence (P63096 whole entry, looked up): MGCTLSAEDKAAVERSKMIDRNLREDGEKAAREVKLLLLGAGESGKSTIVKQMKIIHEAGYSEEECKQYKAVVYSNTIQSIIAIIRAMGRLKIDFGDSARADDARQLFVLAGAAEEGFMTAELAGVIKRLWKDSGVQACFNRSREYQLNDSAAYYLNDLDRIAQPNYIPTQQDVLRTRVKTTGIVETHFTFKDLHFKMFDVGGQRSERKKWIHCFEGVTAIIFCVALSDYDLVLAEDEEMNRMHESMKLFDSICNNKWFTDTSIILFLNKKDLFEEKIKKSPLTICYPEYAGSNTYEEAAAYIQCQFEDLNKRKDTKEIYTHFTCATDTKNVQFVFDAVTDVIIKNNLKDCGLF
Numbers without * were called inactive; i = inactive; ? = inconclusive; . = no result given; & = joins results of further samples; [ ] = dose if it differs, or a comment. Unless noted, the call rests on the fitted dose curve; in most records, active means well fitted curve in the direction sought with a large enough effect; inconclusive means small, poorly fitted or top-dose-only effect, or another doubt; inactive means no such curve, though single readings can be large; an effect the other way counts as inactive or inconclusive. Unless noted, on the % scale 0 is the no-effect control and ±100 the full control effect; potency means the concentration at half of the fitted maximal effect. A portion of the library (hit frequency here may not be typical).

structure,L3MBTL1 inh,aGlu spleen mod,RECQ1 inh,TRb SRC2 PPI,TexasRed fluor,GAA glycogen mod,GAA inh,GoLoco inh red
CC(C)Cc1nc(S(=O)(=O)c2ccc(Cl)cc2)c(N2CCOCC2)o1,-4%,1%,i,-22%,-2%,0%,-1%,-6%
O=C(Nc1ccc(C(=O)O)cc1)/C(=C\c1ccco1)NC(=O)c1ccccc1,?,3%,i,2%,-3%,-7%,6%,-1%
CCN(CC)C(=O)c1cc2c(=O)c3cc(F)ccc3oc2nc1C,-8%,-7%,i,-4%,0%,21%,2%,28%
CC(C)(C)c1cc2cccnc2n1Cc1cccc(Cl)c1,0%,1%,8%,-1%,3%,2%,-10%,-7%
COC(=O)c1sccc1NC(=O)c1ccc(C)s1,6%,-1%,i,-1%,3%,-4%,?,13%
COc1ccc2c(COC(=O)CC3Sc4ccccc4NC3=O)cc(=O)oc2c1 (centres undefined),?,-5%,10%,6%,2%,2%,-1%,75%[activator]
COc1cccc(-n2c(Cc3cc(=O)[nH]c(=O)[nH]3)nnc2SCC(=O)NC2CCCCC2)c1,-2%,6%,-18%,4%,-3%,-5%,-4%[15.4 µM],10%
CCOC(=O)CSc1nnc(-c2ccco2)n1-c1ccccc1,-1%,8%,8%,7%,-3%,-14%,-3%,9%
Cc1ccc(NC(=O)c2ccc(CSc3nnc(-c4ccncc4)n3C)cc2)cc1,-3%,10%,7%,4%,-4%,3%,13%,-2%
CCCCC(=O)Nc1ccnc(-c2cccnc2)n1,9%,-5%,i,-3%,-5%,11%,1%,9%
Cc1nc(C(=O)NCCC(C)C)sc1C1(C)CC(c2cccc([N+](=O)[O-])c2)=NO1 (centres undefined),.,3%,-16%,6%,-1%,-15%,.,9%
CSc1ccccc1NC(=O)Nc1cccc(Cl)c1C,.,-1%,1%,2%,-7%,7%,3%,-6%
O=C(CSc1nnc(-c2ccc(Br)o2)n1Cc1ccccc1)c1ccccc1F,-22%,-2%,-25%,1%,-2%,-9%,-1%,-1%
Cc1ccc2cc(CCNC(=O)CC(C)(C)C)c(=O)[nH]c2c1C,-5%,0%,-4%,3%,-2%,7%,4%,10%
O=C(NC(=S)Nc1ccc(Br)cn1)c1cccnc1,-17%,-3%,7%,-1%,1%,3%,.,-2%
O=C(Cn1c(=O)oc2cc(S(=O)(=O)N3CCCC3)ccc21)NCc1ccccn1,34%[activator],8%,-2%,6%,-1%,1%,?,11%
CCOc1ccc(C(CCc2ccccc2)NC(=O)c2ccccc2)cc1OCC (centres undefined),.,0%,-3%,3%,0%,1%,-27%,-7%
Cc1nc(C)c(C(=O)Nc2ccccc2-c2ccccc2)o1,-11%,-5%,i,-4%,-3%,8%,-3%,.
Cn1cc(CC(=O)NCCCN2CCOCC2)c2ccccc21,.,-2%,3%,-8%,0%,2%,0%,2%
COc1ccc(OC)c(-c2nnc(-c3ccc(C)o3)o2)c1,1%,-3%,-18%,-9%,0%,-9%,9%,30%
COc1cccc(C(=O)CN2C(=O)C(C)(C)Oc3ccc(C(=O)N4CCCCCC4)cc32)c1,-11%,-1%,6%,3%,-2%,-18%,2%,-2%
Clc1ccccc1OCc1nc(-c2ccccn2)no1,-2%,3%,i,3%,-2%,-2%,-7%,5%
O=C(Cc1ccccc1)NC(NCCc1ccccc1)C(Cl)(Cl)Cl (centres undefined),19%,-6%,-3%,-2%,0%,-3%,0%,9%
Cc1ccccc1NCC(=O)N/N=C\C=C\c1cccc([N+](=O)[O-])c1,-14%,-4%,-11%,4%,-24%,6%,-11%,-11%
CCOc1cc(C(=O)CCC(=O)OCC(=O)N2c3ccccc3NC(=O)C2(C)C)ccc1O,.,-23%,9%,-11%,-6%,17%,7%,-1%
O=C(Nc1nc2c(s1)CCCC2)c1cc(-c2ccncc2)nc2ccccc12,2%,-9%,-3%,-1%,1%,10%,2%,-9%
C=CCNC(=O)c1cc2nc(C3CC3)cc(C(F)F)n2n1,.,-1%,i,-2%,-3%,-13%,6%,32%[activator]
CCCCNc1c2c3c(cccc3n(C)c1=O)C(=O)c1ccccc1-2,94%[activator],-7%,32µM*,-15%,7%,-7%,-3%,14µM*
CSc1ncc(CN2CCc3c([nH]c4ccccc34)C2c2cccc(O)c2)cn1 (centres undefined),-2%,-2%,i,-7%,-2%,-17%,-12%,7%
Cc1ccc(Oc2coc3cc(OC(=O)c4cccs4)ccc3c2=O)cc1,10%,4%,-13%,-13%,0%,-6%,-7%,11%

Given with two lines to a compound: part of the list above
Each structure is followed by: L3MBTL1 inh | aGlu spleen mod | RECQ1 inh | TRb SRC2 PPI | TexasRed fluor | GAA glycogen mod | GAA inh | GoLoco inh red
- CCN(CC)C(=O)c1cc2c(=O)c3cc(F)ccc3oc2nc1C
  -8% | -7% | i | -4% | 0% | 21% | 2% | 28%
- CC(C)(C)c1cc2cccnc2n1Cc1cccc(Cl)c1
  0% | 1% | 8% | -1% | 3% | 2% | -10% | -7%
- COC(=O)c1sccc1NC(=O)c1ccc(C)s1
  6% | -1% | i | -1% | 3% | -4% | ? | 13%

(cont.)
structure,L3MBTL1 inh,aGlu spleen mod,RECQ1 inh,TRb SRC2 PPI,TexasRed fluor,GAA glycogen mod,GAA inh,GoLoco inh red
CN(C)c1ccc(C(=O)NC2CCCc3ccccc32)cc1 (centres undefined),-10%,0%,2%,-4%,-2%,6%,6%,0%
COC(=O)c1ccc2c(=O)n(CCN3CCOCC3)c(SCC(=O)c3ccccc3)nc2c1,2%,0%,-2%,-4%,0%,-4%,.,1%
CC(C)c1nnc(NC(=O)C2CCCCC2)s1,-10%,-11%,0%,2%,-4%,-1%,-3%,6%
C=CCN1C(=O)C(CCCC)NC1=S (centres undefined),10%,1%,-14%,-4%,3%,-28%,-2%,-7%
O=c1cc(-c2ccccc2)oc2c(O)c(O)ccc12,.,16%,-9%,5%,-5%,.,.,-9%
COCCOC(=O)c1ccc(NC(=O)COc2ccc([N+](=O)[O-])cc2)cc1,6%,.,6%,-4%,0%,-2%,-1%,0%
CCOc1ccccc1Nc1nc(-c2sc(C)nc2C)cs1,-19%,1%,-12%,7%[53 µM],-3%[53 µM],-14%,-28%,-1%
COc1cc(OC)c(C(=O)/C=C/c2ccccc2)c(O)c1O,.,-1%,-29%,-3%,-5%,-19%,.,6%
Clc1ccc(-c2nc3ncccn3c2Nc2ccc3c(c2)OCCO3)cc1,2%,2%,-5%,-3%&7%,0%&-6%,?,-3%,6%
COc1ccc(Nc2ccccc2)c(C)c1,4%[11.4 µM],-3%,-5%,-6%,-1%,?,-8%,10%
Cc1cc(C)c(C)c(OCCOCCNCc2ccccc2)c1,6%,-18%,-4%,-9%,0%,7%,2%,2%
CC(C)(C)N(NC(=O)Nc1ccccc1)C(=O)c1ccccc1Cl,-4%,4%,-12%,-4%,1%,6%,-3%,-1%
CS(=O)(=O)N1CCN(c2ccccc2NC(=O)c2cccnc2Cl)CC1,.,-2%,-4%,1%,0%,0%,-25%,8%
COc1cccc(OC)c1C(=O)NC(=S)Nc1ccc(S(=O)(=O)Nc2nccs2)cc1,-15%,8%,6%,7%,1%,-5%,5%,7%
COc1ccc(C(=O)N/C(=C\c2ccco2)C(=O)NCc2cccnc2)cc1,2%,-7%,?,-9%,6%,-12%,3%,-1%
CCCN=C1CC(C)(C)CC(=O)/C1=C(/O)CCCN1C(=O)c2ccccc2C1=O,.,-2%,9%,-1%,-1%,3%,-5%,7%
O=C(CSCc1ccccc1Cl)NNC(=S)Nc1ccccc1,0%,-14%,9%,-4%,-1%,-9%,8%,8%
COc1cc(-c2cc(-c3nnco3)c3ccccc3n2)cc(OC)c1OC,31%[activator],4%,-12%,1%,-7%,-12%,?,3%
O=C(CSC1=Nc2ccccc2C2CC=NN12)Nc1ccc2c(c1)OCO2 (centres undefined),-3%,10%,i,4%,-1%,24%,-2%,5%
CC(C)=CC(=O)OCC(=O)Nc1ncc(Cl)c(C)c1Cl,-26%,-5%,-9%,0%,3%,0%,-4%,61%[activator]
CC(C)Nc1nc(NC(C)(C)C)nc(Oc2ccc(=O)n(C)n2)n1,10%,0%,i,-6%,0%,-9%,11%,4%
CC(C)CC(NC(=O)C(NC(=O)C(Cc1ccc(OCc2ccccc2)cc1)NC(=O)OC(C)(C)C)C(C)C)C(N)=O (centres undefined),3%,-1%,0%,3%,1%,15%,4%,3%
COc1ccc(C(c2sc3nc(C)nn3c2O)N2CC(C)OC(C)C2)cc1OC (centres undefined),-5%,0%,i,-5%,-3%,0%,-1%,5%
O=C(O)/C=C/C(=O)NCc1cn(-c2ccccc2)nc1-c1cccc(Br)c1,.,-6%,i,-6%,-1%,-2%,-1%,3%
CCCOc1ccc(-c2nc[nH]c2[N+](=O)[O-])cc1,9%,-1%,-6%,0%,-6%,11%,5%,62%[activator]
CC1CCN(S(=O)(=O)c2ccc(NC(=S)NC(=O)c3ccc(Cl)cc3)cc2)CC1,2%,-5%,-4%,5%,-5%,-5%,-7%,10%
COc1cccc(NC(=O)C(=O)N/N=C/c2cc(C)n(-c3ccc(Cl)c(Cl)c3)c2C)c1,.,6%,-11%,-3%,-4%,-1%,12%,12%

By substructure: the entries above with fluorine (3)
structure,L3MBTL1 inh,aGlu spleen mod,RECQ1 inh,TRb SRC2 PPI,TexasRed fluor,GAA glycogen mod,GAA inh,GoLoco inh red
CCN(CC)C(=O)c1cc2c(=O)c3cc(F)ccc3oc2nc1C,-8%,-7%,i,-4%,0%,21%,2%,28%
O=C(CSc1nnc(-c2ccc(Br)o2)n1Cc1ccccc1)c1ccccc1F,-22%,-2%,-25%,1%,-2%,-9%,-1%,-1%
C=CCNC(=O)c1cc2nc(C3CC3)cc(C(F)F)n2n1,.,-1%,i,-2%,-3%,-13%,6%,32%[activator]

High-throughput results as filed in PubChem BioAssay.
